Rin1 Abl inh: inhibitors of Rin1-Abl protein binding, primary screen, biochemical, TR-FRET; AID 588664, 2011; actives 0.4% (n = 360,000); inhibition, % at 7.35 µM; Tyrosine-protein kinase ABL1 (Homo sapiens) + Ras and Rab interactor 1 (Homo sapiens), …; in the data active = inhibition above about 5%, passing the limit was not always enough
MT1-MMP act inh: blockers of MT1-MMP proenzyme processing, primary screen, HT1080 RFP-PRO-GFP cells, GFP/RFP fluorescence | Matrix metalloproteinase-14 (Homo sapiens), P50281 | GFP/RFP ratio fluorescence, overnight; percent of plate control window, DMSO zero | GFP/RFP ratio change, % at 20 µM | actives 0.061% (n = 360,000);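 active = GFP/RFP ratio change of at least 30% with cell ATP level not reduced by more than half and red fluorescence within 50% of control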; also: strong numbers were not always called active
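Test system: HT1080 cells expressing an RFP-PRO-GFP fluorescent reporter construct / Compound dosing: single-point 20 µM compound, 1% DMSO / Schedule: cells overnight before dosing, compound overnight, 37 °C, 5% CO2 / Evaluation: GFP/RFP fluorescence ratio / Control set: DMSO and RFP-L50D-GFP cell wells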
Rpn11 block: Rpn11 (PSMD14) deubiquitinase inhibitors, primary screen, biochemical, fluorescence polarization, uHTS | calls only at 20 µM | 26S proteasome non-ATPase regulatory subunit 14 (Homo sapiens), O00487 | actives 0.59% (n = 360,000) | human 26S proteasome, Ub4-pepOG fluorescence polarization; 20S core pre-blocked with epoxomicin;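 active = inhibition at 20 µM, scaled to each plate's controls, above about 33%, limit read from the data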
MLLE-PAM2 inh: inhibitors of PABP1 MLLE–PAM2 peptide binding, primary screen, biochemical, fluorescence polarization, FITC-PAM2, GST-MLLE. inhibition, % at 20 µM. Polyadenylate-binding protein 1 (Homo sapiens), P11940. actives 0.36% (n = 360,000); in the data active = inhibition above about 35%, passing the limit was not always enough;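 also: plate controls were DMSO wells with GST-MLLE for no effect and wells lacking GST-MLLE protein for full effect; some results filed as inactive read as strong as hits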
FAS-TE inh: FAS thioesterase domain inhibitors, primary screen, biochemical, fluorescence intensity, uHTS | inhibition, % at 15 µM | recombinant FAS-TE, OMFH fluorogenic substrate, fluorescence endpoint | Fatty acid synthase (Homo sapiens), P49327 | actives 0.67% (n = 360,000);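 active = compounds whose normalised, plate-corrected inhibition of enzyme fluorescence in the single-dose primary screen is 50% or more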;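 also: 0% = DMSO with enzyme and 100% = substrate without enzyme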
eLon inh: inhibitors of E. coli Lon protease, primary screen, biochemical, fluorescence polarization. P0A9M0. actives 0.42% (n = 360,000). purified E. coli Lon protease. inhibition, % at 7.94 µM; in the data active = inhibition above about 13%, passing the limit was not always enough;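 also: 0% = enzyme with probe and DMSO and 100% = no enzyme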
Target sequence (P0A9M0 whole entry, looked up): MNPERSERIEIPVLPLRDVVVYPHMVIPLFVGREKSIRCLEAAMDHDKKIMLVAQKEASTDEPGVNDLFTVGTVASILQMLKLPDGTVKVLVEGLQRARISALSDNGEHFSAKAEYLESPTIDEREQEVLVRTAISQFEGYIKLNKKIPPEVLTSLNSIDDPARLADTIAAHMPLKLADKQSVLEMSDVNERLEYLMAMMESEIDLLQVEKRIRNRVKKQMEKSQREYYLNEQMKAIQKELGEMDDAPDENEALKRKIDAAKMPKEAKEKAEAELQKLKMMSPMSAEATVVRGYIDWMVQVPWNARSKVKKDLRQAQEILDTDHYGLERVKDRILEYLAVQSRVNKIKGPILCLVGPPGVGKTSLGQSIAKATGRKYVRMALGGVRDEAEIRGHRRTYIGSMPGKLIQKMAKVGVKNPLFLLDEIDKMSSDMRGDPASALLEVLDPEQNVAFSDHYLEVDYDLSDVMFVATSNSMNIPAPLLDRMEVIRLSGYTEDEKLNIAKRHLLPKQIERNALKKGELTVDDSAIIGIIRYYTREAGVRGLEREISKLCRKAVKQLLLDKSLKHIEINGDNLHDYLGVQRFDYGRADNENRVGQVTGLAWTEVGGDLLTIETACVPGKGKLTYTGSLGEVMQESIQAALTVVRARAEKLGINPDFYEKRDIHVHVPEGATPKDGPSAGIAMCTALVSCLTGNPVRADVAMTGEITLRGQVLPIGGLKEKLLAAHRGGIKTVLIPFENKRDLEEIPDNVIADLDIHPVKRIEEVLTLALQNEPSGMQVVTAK
CSN deneddyl inh: inhibitors of CSN-mediated cullin deneddylation, primary screen, biochemical, fluorescence polarization, uHTS; COP9 signalosome complex subunit 5 (Homo sapiens), Q92905; Purified CSN, SCF-Nedd8-OG deneddylation; inhibition, % at 12.5 µM; actives 0.38% (n = 360,000);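 active = pattern-corrected inhibition above about 35%, with an unprinted fluorescence ratio check between 0.5 and 1.5, limit read from the data, passing the limit was not always enough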;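 also: 0% = enzyme with substrate and 100% = substrate without enzyme; some results filed as inactive read as strong as hits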
Target sequence (Q92905 whole entry, looked up, one chain of several): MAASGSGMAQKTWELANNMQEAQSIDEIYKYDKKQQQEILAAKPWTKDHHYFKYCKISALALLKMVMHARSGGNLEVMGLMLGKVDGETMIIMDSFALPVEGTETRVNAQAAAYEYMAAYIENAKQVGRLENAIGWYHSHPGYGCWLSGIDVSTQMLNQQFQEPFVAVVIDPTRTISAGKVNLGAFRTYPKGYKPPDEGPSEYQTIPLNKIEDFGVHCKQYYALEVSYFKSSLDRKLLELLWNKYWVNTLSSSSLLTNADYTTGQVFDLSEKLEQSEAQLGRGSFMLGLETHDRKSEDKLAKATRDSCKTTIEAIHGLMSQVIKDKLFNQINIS
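Schedule: reaction 90 min, room temperature / Assay system: HEK293T-derived human Csn5 enzyme / Input: Csn5 at 0.24 nM final / Measure: inhibition of Csn5 cleavage, % / Control set: substrate-only high control, full reaction low control / Technique: fluorescence polarization of the substrate / Buffer or medium: Tris/NaCl/DTT buffer, pH 7.5 / Reagent: SCFSkp2-Nedd8OG substrate at 10 nM final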
MsrA inh: bovine MsrA enzyme inhibitors, primary screen, biochemical, absorbance, HTS. Methionine sulfoxide reductase A (Bos taurus). purified bovine MsrA, absorbance read-out. inhibition, % at 15.5 µM. actives 0.75% (n = 360,000); in the data active = inhibition above about 4.5%;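 also: 0% = vehicle wells with enzyme and 100% = reference inhibitor wells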
MsrA act: bovine MsrA enzyme activators, primary screen, biochemical, absorbance, HTS; activation, % at 10.6 µM; actives 0.3% (n = 360,000); Methionine sulfoxide reductase A (Bos taurus); purified bovine MsrA, absorbance read-out; AID 602163, 2012; in the data active = activation above about 7.5%;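 also: 0% = vehicle and 100% = reference activator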
Active calls of the source: *.

`Cc1[nH]c(C)c(S(=O)(=O)NCCc2ccccc2)c1C(=O)N1CCCC1` gave Rin1 Abl inh 2, MT1-MMP act inh -1, Rpn11 block inactive, MLLE-PAM2 inh 5, FAS-TE inh -5, eLon inh -1, CSN deneddyl inh 0, MsrA inh 0.4 and MsrA act 0.
`COC(=O)c1ccc(CSc2nnnn2-c2ccccc2)o1` gave Rin1 Abl inh 0, MT1-MMP act inh 1, Rpn11 block inactive, MLLE-PAM2 inh -56, FAS-TE inh -3, eLon inh -7, CSN deneddyl inh -2, MsrA inh -1.0 and MsrA act -7.
Screening Cc1cccc(C(=O)N[C@H](C(=O)Nc2ccc(C)c(S(=O)(=O)N3CCOCC3)c2)C(C)C)c1 returned Rin1 Abl inh -1, MT1-MMP act inh -3, Rpn11 block inactive, MLLE-PAM2 inh -9, FAS-TE inh 6, eLon inh 2, CSN deneddyl inh 1, MsrA inh -0.3 and MsrA act -1.
Screening O=C(NC(=S)Nc1ccc(Br)cn1)c1cccnc1 returned Rin1 Abl inh 0, MT1-MMP act inh 4, Rpn11 block inactive, MLLE-PAM2 inh 29, FAS-TE inh -1, eLon inh -1, CSN deneddyl inh 2, MsrA inh -0.5 and MsrA act 3.
Screening COC(=O)C1=C(C)NC(C)=C(C(=O)OC)C1C1CC=CCC1 (stereo not given) returned Rin1 Abl inh 2, MT1-MMP act inh -1, Rpn11 block inactive, MLLE-PAM2 inh 3, FAS-TE inh 4, eLon inh -7, CSN deneddyl inh 4, MsrA inh 0.8 and MsrA act -3.
`CCCCCN(C(=O)CCC(=O)OCc1cccc(C)c1)c1c(N)n(CCCC)c(=O)[nH]c1=O` gave Rin1 Abl inh -2, MT1-MMP act inh -13, Rpn11 block inactive, MLLE-PAM2 inh 8, FAS-TE inh -1, eLon inh 1, CSN deneddyl inh -6, MsrA inh -0.3 and MsrA act -2.
`CCCCN(C(=O)Oc1ccccc1)C1CCS(=O)(=O)C1` (stereo not given) gave Rin1 Abl inh -2, MT1-MMP act inh -6, Rpn11 block inactive, MLLE-PAM2 inh -1, FAS-TE inh 1, eLon inh 10, CSN deneddyl inh -3, MsrA inh -1.5 and MsrA act -6.
For COc1cccc(Oc2cn[nH]c2-c2ccc(OC)cc2O)c1 the results were Rin1 Abl inh -4, MT1-MMP act inh 5, Rpn11 block inactive, MLLE-PAM2 inh -2, FAS-TE inh -202, eLon inh -7, CSN deneddyl inh -4, MsrA inh -0.8 and MsrA act -8.
Screening COc1ccccc1C(=O)N/C(=C/c1ccccc1)C(=O)NC(CCSC)C(=O)O (stereo not given) returned Rin1 Abl inh -1, MT1-MMP act inh -1, Rpn11 block inactive, MLLE-PAM2 inh -8, FAS-TE inh -5, eLon inh -1, CSN deneddyl inh 2, MsrA inh 0.1 and MsrA act -8.
`Cc1cc(N/N=C/c2ccc(O)cc2)c2cccc(C)c2n1` gave Rin1 Abl inh -7, MT1-MMP act inh -1, Rpn11 block inactive, MLLE-PAM2 inh -69, FAS-TE inh -3, eLon inh -3, CSN deneddyl inh 0, MsrA inh 1.4 and MsrA act -2.
CC(=O)Nc1cccc(C(=O)NCC2(N3CCCCC3)CCCCC2)c1 was read as Rin1 Abl inh -1, MT1-MMP act inh 0, Rpn11 block inactive, MLLE-PAM2 inh -30, FAS-TE inh -4, eLon inh -9, CSN deneddyl inh 0, MsrA inh 0.7 and MsrA act -3.
COc1ccc(NC(=O)C2(C)Cc3c(-c4ccc5c(c4)OCO5)ccnc3O2)cn1 (stereo not given) was read as Rin1 Abl inh 5, MT1-MMP act inh 9, Rpn11 block inactive, MLLE-PAM2 inh -9, FAS-TE inh 4, eLon inh -19, CSN deneddyl inh -2, MsrA inh 1.1 and MsrA act -2.

No new results follow: 2 of the compounds above.
Screening Cc1cccc(C(=O)N[C@H](C(=O)Nc2ccc(C)c(S(=O)(=O)N3CCOCC3)c2)C(C)C)c1 returned Rin1 Abl inh -1, MT1-MMP act inh -3, Rpn11 block inactive, MLLE-PAM2 inh -9, FAS-TE inh 6, eLon inh 2, CSN deneddyl inh 1, MsrA inh -0.3 and MsrA act -1.
Screening O=C(NC(=S)Nc1ccc(Br)cn1)c1cccnc1 returned Rin1 Abl inh 0, MT1-MMP act inh 4, Rpn11 block inactive, MLLE-PAM2 inh 29, FAS-TE inh -1, eLon inh -1, CSN deneddyl inh 2, MsrA inh -0.5 and MsrA act 3.

Next section:
`Cc1cc(C)cc(NC(=S)N2CCN(c3ncc(C(F)(F)F)cc3Cl)CC2)c1` gave Rin1 Abl inh -3, MT1-MMP act inh 8, Rpn11 block inactive, MLLE-PAM2 inh -86, FAS-TE inh -1, eLon inh 6, CSN deneddyl inh -1, MsrA inh -0.9 and MsrA act -9.
`Cn1cccc1C(=O)NCc1ccc(S(N)(=O)=O)cc1` gave Rin1 Abl inh 2, MT1-MMP act inh 5, Rpn11 block inactive, MLLE-PAM2 inh 3, FAS-TE inh -5, eLon inh 1, CSN deneddyl inh -4, MsrA inh -1.1 and MsrA act -5.
O=CNc1cc(-c2ccc(C(=O)NC3CC3)cc2)cn2c(-c3ccc(F)c(Cl)c3)cnc12 was read as Rin1 Abl inh -1, MT1-MMP act inh -8, Rpn11 block inactive, MLLE-PAM2 inh -74, FAS-TE inh 24, eLon inh -96, CSN deneddyl inh 10, MsrA inh 0.1 and MsrA act -4.
COc1ccc(OC)c(NC(=O)NCCc2cccc(Cl)c2)c1 was read as Rin1 Abl inh 1, MT1-MMP act inh 6, Rpn11 block inactive, MLLE-PAM2 inh -7, FAS-TE inh 13, eLon inh 7, CSN deneddyl inh -9, MsrA inh 1.4 and MsrA act -1.
For COc1ccc(-c2noc(CNS(=O)(=O)c3ccccc3)n2)cc1 the results were Rin1 Abl inh -1, MT1-MMP act inh -4, Rpn11 block inactive, MLLE-PAM2 inh -3, FAS-TE inh 0, eLon inh 1, CSN deneddyl inh 3, MsrA inh -0.5 and MsrA act -1.
`CCCCOc1cccc(-c2nnc(NC(=O)CSc3ccc(C)cc3)s2)c1` gave Rin1 Abl inh -5, MT1-MMP act inh 3, Rpn11 block inactive, MLLE-PAM2 inh 2, FAS-TE inh -3, eLon inh -1, CSN deneddyl inh 1, MsrA inh -1.1 and MsrA act -4.
Screening CC(=O)N1C(=O)C2(Nc3ccccc3N2)c2ccccc21 returned Rin1 Abl inh 0, MT1-MMP act inh -4, Rpn11 block inactive, MLLE-PAM2 inh -8, FAS-TE inh -7, eLon inh -8, CSN deneddyl inh 2, MsrA inh 2.9 and MsrA act -6.
CCOC(=O)/C(=N/Nc1ccccc1)N1CCCc2ccccc21 was read as Rin1 Abl inh -3, MT1-MMP act inh -49, Rpn11 block inactive, MLLE-PAM2 inh -6, FAS-TE inh 32, eLon inh 0, CSN deneddyl inh -1, MsrA inh 1.4 and MsrA act -3.
Screening CSCCC(NC(=O)COc1ccccc1)C(=O)N(C)Cc1c(F)cccc1Cl (stereo not given) returned Rin1 Abl inh 1, MT1-MMP act inh 3, Rpn11 block inactive, MLLE-PAM2 inh -13, FAS-TE inh 6, eLon inh -9, CSN deneddyl inh 1, MsrA inh 1.2 and MsrA act -2.
COc1cccc(/C=C2/Sc3ccc(C(=O)NCCN4CCCCCC4)cc3NC2=O)c1 was read as Rin1 Abl inh -3, MT1-MMP act inh 4, Rpn11 block inactive, MLLE-PAM2 inh -15, FAS-TE inh -8, eLon inh 1, CSN deneddyl inh 6, MsrA inh 0.4 and MsrA act -1.
`O=C(O)c1n[nH]c2c1CC(C1CCCCC1)CC2` (stereo not given) gave Rin1 Abl inh 5, MT1-MMP act inh 1, Rpn11 block inactive, MLLE-PAM2 inh -6, FAS-TE inh -6, eLon inh 3, CSN deneddyl inh -6, MsrA inh 1.1 and MsrA act -3.
For O=C(CSc1nnc(-c2ccc(Br)cc2)o1)Nc1cccc2ccccc12 the results were Rin1 Abl inh 1, MT1-MMP act inh -5, Rpn11 block inactive, MLLE-PAM2 inh -48, FAS-TE inh -1, eLon inh -4, CSN deneddyl inh -5, MsrA inh 0.8 and MsrA act 0.
For COc1ccccc1CCC(=O)Nc1ccc2c(c1)c(=O)n(C)n2Cc1cccc(C(F)(F)F)c1 the results were Rin1 Abl inh 0, MT1-MMP act inh -9, Rpn11 block inactive, MLLE-PAM2 inh -15, FAS-TE inh 5, eLon inh -7, CSN deneddyl inh 6, MsrA inh 1.2 and MsrA act -4.
O=C(Cn1ncc2c3ccccc3n(Cc3ccccc3F)c2c1=O)N1CCN(c2ccccn2)CC1 was read as Rin1 Abl inh -1, MT1-MMP act inh -5, Rpn11 block inactive, MLLE-PAM2 inh -2, FAS-TE inh 14, eLon inh -6, CSN deneddyl inh -8, MsrA inh 1.1 and MsrA act 0.
`COc1ccccc1C(O)(C(=O)NN(C(=O)c1ccccc1)c1ccccc1C)c1cccs1` (stereo not given) gave Rin1 Abl inh 2, MT1-MMP act inh 0, Rpn11 block inactive, MLLE-PAM2 inh -6, FAS-TE inh -6, eLon inh -6, CSN deneddyl inh 0, MsrA inh 1.9 and MsrA act -9.
`Cn1nnnc1SCC(=O)Nc1ccc(Br)cc1Br` gave Rin1 Abl inh 5, MT1-MMP act inh 11, Rpn11 block inactive, MLLE-PAM2 inh 1, FAS-TE inh -7, eLon inh 5, CSN deneddyl inh -5, MsrA inh 0.9 and MsrA act -2.
`CCn1nc(NS(=O)(=O)c2ccc(NC(C)=O)cc2)c2cc3ccc(C)cc3nc21` gave Rin1 Abl inh 2, MT1-MMP act inh 4, Rpn11 block inactive, MLLE-PAM2 inh -14, FAS-TE inh -5, eLon inh -8, CSN deneddyl inh 5, MsrA inh 1.3 and MsrA act -1.
`CCOc1ccc(N(CC(=O)NC2CCCCCC2)S(=O)(=O)c2ccccc2)cc1` gave Rin1 Abl inh 0, MT1-MMP act inh -3, Rpn11 block inactive, MLLE-PAM2 inh 21, FAS-TE inh -1, eLon inh -8, CSN deneddyl inh 3, MsrA inh 2.2 and MsrA act -4.
For O=C(Cn1c(-c2cncs2)nc2ccccc21)NCCc1ccccc1 the results were Rin1 Abl inh 3, MT1-MMP act inh 2, Rpn11 block inactive, MLLE-PAM2 inh 13, FAS-TE inh 1, eLon inh -15, CSN deneddyl inh 2, MsrA inh 0.6 and MsrA act -3.
For CN(C)C(=O)COC(=O)/C=C/c1ccccc1[N+](=O)[O-] the results were Rin1 Abl inh 1, MT1-MMP act inh 4, Rpn11 block inactive, MLLE-PAM2 inh 3, FAS-TE inh -5, eLon inh 8, CSN deneddyl inh 3, MsrA inh 0.5 and MsrA act 1.
For CCC(C)(C)C1CCc2c(sc(N)c2C(N)=O)C1 (stereo not given) the results were Rin1 Abl inh -6, MT1-MMP act inh -8, Rpn11 block inactive, MLLE-PAM2 inh -13, FAS-TE inh -3, eLon inh -9, CSN deneddyl inh -1, MsrA inh 1.5 and MsrA act -5.

From PubChem

Rows were taken by chance. About 3.7% of those tested had a hit in this group.
